# Screening data from PubChem BioAssay.
# TNAP inh Pi – human TNAP enzyme inhibitors, primary screen, biochemical, colorimetric, phosphate release readout. Alkaline phosphatase, tissue-nonspecific isozyme (Homo sapiens), P05186. 21,000 tested, under 10 active. purified TNAP, pNPP, malachite green phosphate absorbance. inhibition, % at 20 µM
# Target sequence (P05186 whole entry, looked up): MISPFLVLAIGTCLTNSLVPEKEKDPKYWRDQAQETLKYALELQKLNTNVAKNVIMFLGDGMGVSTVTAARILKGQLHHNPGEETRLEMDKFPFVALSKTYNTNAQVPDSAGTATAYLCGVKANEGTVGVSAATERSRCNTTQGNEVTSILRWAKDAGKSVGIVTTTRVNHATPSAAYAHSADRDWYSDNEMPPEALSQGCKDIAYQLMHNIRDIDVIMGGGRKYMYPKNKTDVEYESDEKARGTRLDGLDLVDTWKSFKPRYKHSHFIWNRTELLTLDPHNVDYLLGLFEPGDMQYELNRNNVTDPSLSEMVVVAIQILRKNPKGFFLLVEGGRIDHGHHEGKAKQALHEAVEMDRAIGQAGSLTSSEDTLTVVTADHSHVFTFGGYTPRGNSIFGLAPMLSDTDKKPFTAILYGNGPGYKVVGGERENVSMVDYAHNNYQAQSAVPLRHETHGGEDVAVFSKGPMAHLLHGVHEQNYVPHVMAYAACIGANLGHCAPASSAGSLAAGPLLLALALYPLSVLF
# TNAP inh pNP – human TNAP enzyme inhibitors, primary screen, biochemical, colorimetric, p-nitrophenol readout; AID 615, 2007; purified TNAP, pNPP hydrolysis, absorbance 405 nm; inhibition, % at 20 µM; 21,000 tested, under 10 active;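 note: 0% = DMSO only wells and 100% = 1 mM levamisole wells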
# * hit, by the source's call.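 Rule for the calls: active = inhibition above 50% at the 20 µM single-dose screen; inactive = the rest.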 A portion of the library (hit frequency here may not be typical).
# Sample of the layout:
# Every second line gives: TNAP inh Pi | TNAP inh pNP
CN1CCN(C(=O)c2cnn3c(C(F)(F)F)cc(-c4ccc5c(c4)OCO5)nc23)CC1
→ 12 | 1
COc1ccc(C2CC(=O)c3cnc(NC(=O)c4cc(OC)cc(OC)c4)nc3C2)cc1 (stereo not given)
→ 5 | -5
O=C(Cn1c(=S)nc2ccccn21)N1CCc2ccccc2C1
→ -2 | 4
Clc1ccccc1OCc1nc(-c2ccncc2)no1
→ 2 | -1
COc1cccc(NC(=O)Cc2c(O)c3ccccc3[nH]c2=O)c1
→ 1 | -3
CCn1c(-c2ccc(C(C)(C)C)cc2)n[nH]c1=S
→ -16 | 6
NC(=O)c1ccc(-n2nnnc2SCc2ccc(F)cc2)cc1
→ 2 | 0
Cc1cc(C)nc(SCc2nnc(SCC(=O)NCc3ccco3)n2-c2ccccc2)n1
→ 9 | 7
Cc1nc(N2CCN(c3ccccc3)CC2)[nH]c(=O)c1Cc1cccc2ccccc12
→ 7 | 3
CCN(CC)C(=O)CSc1nnc(-c2cccs2)n1Cc1ccco1
→ 11 | 3
O=S(=O)(Cc1ccccc1)N1CCc2ccccc2C1
→ 6 | -1
Cc1ccc(C(=O)Nc2nnc(-c3cccs3)s2)cc1C
→ 8 | 4
O=C(c1ccco1)c1cn(CC(=O)N2CCCc3ccccc32)c2ccccc12
→ 3 | -4
C1=C(C(c2nnnn2C2CCCCC2)N2CCCCC2)COc2ccccc21 (stereo not given)
→ 8 | 1
Cc1ccccc1-n1ncc2c(SCC(=O)NCc3cccs3)ncnc21
→ 6 | 3
Cc1ccnc(SCC(=O)N2CCC(C(N)=O)CC2)n1
→ 7 | 3
O=C(COc1ccc(S(=O)(=O)NC2CCCCC2)cc1Cl)NCc1cccnc1
→ 5 | 4
O=C(CSc1nc2ccccc2[nH]1)c1cccs1
→ -2 | 3
O=C(NCC1CCCO1)C(C(=O)c1ccccc1)n1cc(Cl)ccc1=O (stereo not given)
→ 13 | 6
CCOc1cc(C)c(C(C)C)cc1S(=O)(=O)NCc1ccccn1
→ 6 | 5
O=C(O)C1CC(=O)n2c(nc3ccccc32)S1 (stereo not given)
→ 10 | 5
Cn1c(N2CCN(C(=O)Nc3ccc(C(F)(F)F)cc3)CC2)nc2ccccc21
→ 8 | 4

# The list itself, previewed entries included:
# Every second line gives: TNAP inh Pi | TNAP inh pNP
CN1CCN(C(=O)c2cnn3c(C(F)(F)F)cc(-c4ccc5c(c4)OCO5)nc23)CC1
→ 12 | 1
COc1ccc(C2CC(=O)c3cnc(NC(=O)c4cc(OC)cc(OC)c4)nc3C2)cc1 (stereo not given)
→ 5 | -5
O=C(Cn1c(=S)nc2ccccn21)N1CCc2ccccc2C1
→ -2 | 4
Clc1ccccc1OCc1nc(-c2ccncc2)no1
→ 2 | -1
COc1cccc(NC(=O)Cc2c(O)c3ccccc3[nH]c2=O)c1
→ 1 | -3
CCn1c(-c2ccc(C(C)(C)C)cc2)n[nH]c1=S
→ -16 | 6
NC(=O)c1ccc(-n2nnnc2SCc2ccc(F)cc2)cc1
→ 2 | 0
Cc1cc(C)nc(SCc2nnc(SCC(=O)NCc3ccco3)n2-c2ccccc2)n1
→ 9 | 7
Cc1nc(N2CCN(c3ccccc3)CC2)[nH]c(=O)c1Cc1cccc2ccccc12
→ 7 | 3
CCN(CC)C(=O)CSc1nnc(-c2cccs2)n1Cc1ccco1
→ 11 | 3
O=S(=O)(Cc1ccccc1)N1CCc2ccccc2C1
→ 6 | -1
Cc1ccc(C(=O)Nc2nnc(-c3cccs3)s2)cc1C
→ 8 | 4
O=C(c1ccco1)c1cn(CC(=O)N2CCCc3ccccc32)c2ccccc12
→ 3 | -4
C1=C(C(c2nnnn2C2CCCCC2)N2CCCCC2)COc2ccccc21 (stereo not given)
→ 8 | 1
Cc1ccccc1-n1ncc2c(SCC(=O)NCc3cccs3)ncnc21
→ 6 | 3
Cc1ccnc(SCC(=O)N2CCC(C(N)=O)CC2)n1
→ 7 | 3
O=C(COc1ccc(S(=O)(=O)NC2CCCCC2)cc1Cl)NCc1cccnc1
→ 5 | 4
O=C(CSc1nc2ccccc2[nH]1)c1cccs1
→ -2 | 3
O=C(NCC1CCCO1)C(C(=O)c1ccccc1)n1cc(Cl)ccc1=O (stereo not given)
→ 13 | 6
CCOc1cc(C)c(C(C)C)cc1S(=O)(=O)NCc1ccccn1
→ 6 | 5
O=C(O)C1CC(=O)n2c(nc3ccccc32)S1 (stereo not given)
→ 10 | 5
Cn1c(N2CCN(C(=O)Nc3ccc(C(F)(F)F)cc3)CC2)nc2ccccc21
→ 8 | 4
O=C1N(S(=O)(=O)c2ccccc2F)C(=O)C2(CCCC2)N1S(=O)(=O)c1ccccc1F
→ 0 | 0
Cn1c(Cn2nnc3ccccc32)nnc1SCC(=O)N1c2ccccc2CCc2ccccc21
→ 12 | 8
COC(=O)[C@H](CCSC)NC(=O)Nc1ccc(C(C)C)cc1
→ 0 | -4
CC(=Nc1ccc(O)cc1)c1sc2ccccc2c1O
→ 4 | -9
COc1ccccc1-c1nnc2n1N=C(C(C)(C)C)CS2
→ 8 | 1
Cn1c(=O)oc2cc(S(=O)(=O)N3CCOCC3)ccc21
→ -10 | 2
CN1CC(=O)NC1=NC(=O)C12CC3CC(CC(C3)C1)C2
→ 7 | 4
CCOC(=O)c1[nH]c2cc3c(cc2c1NC(=O)CN1CCCCC1C)OCO3 (stereo not given)
→ 8 | 3
CCOc1ccc(NC(=O)CSc2nc3cccnc3n2CCOC)cc1
→ 7 | -4
O=C(CSc1nnnn1Cc1ccccc1)N1CCN(c2ccccc2)CC1
→ 17 | 5
COc1ccc(-c2[nH]ncc2-c2ccc3c(c2)OCCO3)c(O)c1
→ 9 | 6
O=C(O)CCSCC(=O)Nc1c(C(=O)C2CC2)oc2ccccc12
→ 9 | 8
O=C(Nc1nccs1)C1CCCN1S(=O)(=O)c1ccc(F)cc1 (stereo not given)
→ 3 | 0
Cc1ccc(S(=O)(=O)N2CCC(C(=O)Nc3nnc(COc4ccccc4)s3)CC2)cc1
→ 4 | 0
COc1ccc(Br)cc1C(=O)Nc1ccc(N2CCN(S(C)(=O)=O)CC2)cc1
→ 6 | -2
C/C(NC(=O)c1cccs1)=C1\C(=O)C[C@@H]2[C@H]1C2(C)C
→ 8 | 3
COc1ccccc1-c1nn2c(-c3ccccc3Cl)nnc2s1
→ -3 | -3
Cc1sc(NC(=O)c2cccs2)c(C(N)=O)c1C
→ 1 | -10
CCOc1ccccc1NC(=O)CSc1nnnn1-c1ccc(C(=O)OC)cc1
→ 12 | 8
C=CCOC(=O)C(C#N)c1nc2ccccc2nc1N1CCN(c2ccccc2OC)CC1 (stereo not given)
→ 16 | 3
CC(C)CCNC(=O)C(C)N(C(=O)Cn1nnc(-c2ccc(F)cc2)n1)C1CCCC1 (stereo not given)
→ 10 | 4
COC(=O)CN1C(=O)N(c2ccccc2)C(N(O)C(=O)Nc2ccccc2)C1(C)C (stereo not given)
→ 15 | 4
COc1ccc(CNC(=O)C2CCN(S(=O)(=O)c3cc(OC)ccc3OC)CC2)cc1
→ 5 | 7
COc1ccc(C(O)P(=O)(OC2CCCCC2)c2ccc(N(C)C)cc2)cc1OC (stereo not given)
→ 5 | 4
O=C(CSc1nnnn1-c1ccccc1)CC(=O)Nc1ccc(Cl)cc1
→ 9 | 1
COc1ccccc1OCCCn1cc(C#N)c2ccccc21
→ 9 | 6
COc1ccc(Cn2ccnc2)cc1Br
→ 0 | 0
CN(C)S(=O)(=O)Nc1ccc2c(c1)OCO2
→ -4 | 9
CCCCOc1ccc(C(C)(O)CCN2CCOCC2)cc1 (stereo not given)
→ 5 | 1
Cc1ccccc1-n1c(=O)/c(=C\c2ccco2)s/c1=C(/C#N)C(=O)Nc1ccccc1
→ 8 | 6
COc1cccc(C2=NO[C@@H]3C(=O)N(c4ccc5c(c4)OCCO5)C(=O)[C@H]23)c1OC
→ -5 | 4
Cc1ccccc1OCc1nc2ccccc2c(=O)n1NC(=O)c1ccco1
→ -12 | 4
Nc1c(NCCN2CCOCC2)c2ccccc2oc1=O
→ 8 | -9
CCOc1cc(C(=O)N2CCOCC2)ccc1OCc1ccccc1
→ 14 | 5
COc1ccc(OC)c(C2/C(=C(\O)c3ccc4c(c3)OCCO4)C(=O)C(=O)N2CCCN(C)C)c1 (stereo not given)
→ 0 | 0
FC(F)(F)c1cccc(-c2nnc3ccc(C(F)(F)F)cn23)c1
→ 5 | -1
N#Cc1nc(-c2ccco2)oc1N1CCN(C(c2ccccc2)c2ccccc2)CC1
→ 2 | 3
CCOc1ccc(CSC2=NCCN2)cc1Cl
→ 5 | 10

# Next part (three carried over from the part before).
# Every second line gives: TNAP inh Pi | TNAP inh pNP
FC(F)(F)c1cccc(-c2nnc3ccc(C(F)(F)F)cn23)c1
→ 5 | -1
N#Cc1nc(-c2ccco2)oc1N1CCN(C(c2ccccc2)c2ccccc2)CC1
→ 2 | 3
CCOc1ccc(CSC2=NCCN2)cc1Cl
→ 5 | 10
N=c1c2c3c(sc2ncn1CCN1CCOCC1)CCCCC3
→ -3 | 7
CC(C)OC(=O)CSc1nnc(Cc2ccccc2)n1C
→ 18 | 5
C=CCN(C(=O)c1ccccc1)c1ccc(OC)cc1
→ 11 | 5
CCOC(=O)CCCNC(=O)COC(=O)c1cc(C)cc(C)c1
→ 0 | 0
CCCCNC1=C(Br)C(=O)CC(C)(C)C1
→ -6 | 2
OCC(CO)(CO)N=Cc1cc(Br)ccc1O
→ 7 | 1
N=C1C(c2ccccc2)=C(O)CN1c1ccc2c(c1)OCO2
→ -4 | -8
O=C(CN1C(=O)c2ccccc2S1(=O)=O)NCCSC1CCCCC1
→ -23 | 1
COc1cc(C(=O)Oc2ccccc2)ccc1OCc1c(C)noc1C
→ 11 | 6
Cc1cc(=O)oc2cc(OCC(=O)NCCCN3CCOCC3)ccc12
→ 17 | 8
N[C@@H](Cc1ccc(O)c(I)c1)C(=O)O
→ 8 | 1
COc1cccc2[nH]c3c(N4CCCC(C)C4)ncnc3c12 (stereo not given)
→ -34 | -16
Cc1nc(COC(=O)c2ccc(CO)cc2)cs1
→ 8 | 0
COc1cc(C2C(C#N)=C(N)Oc3cc(C)n(CCN4CCOCC4)c(=O)c32)cc(OC)c1OC (stereo not given)
→ 4 | 2
O=C(Nc1c(Cl)cc(Cl)cc1C(=O)NCC1CCCO1)c1ccco1 (stereo not given)
→ 6 | 3
O=C(NCCCN1CCN(Cc2ccccc2Cl)CC1)Nc1ccccc1
→ 4 | 2
COc1ccc(C2=Nn3c(nnc3-c3cccnc3)SC2)cc1OC
→ 11 | 5
CCOC(=O)c1c(NC(=O)c2ccco2)sc2c1CCCCC2
→ 8 | 4
COc1ccccc1NC(=O)COc1cccc(-n2cnnn2)c1
→ 8 | 10
Cn1c(NCc2ccccc2)cc(=O)n(C)c1=O
→ -15 | 6
Cc1cc(C)c2c(CC(=O)Nc3ccc(Cl)cn3)coc2c1
→ 20 | 10
Cc1ccccc1OCC(O)Cn1c(N2CCN(c3ccccc3)CC2)nc2c1c(=O)[nH]c(=O)n2C (stereo not given)
→ 11 | 7
O=C(O)CCCC(=O)Nc1ccc(N2CCCC2)cc1
→ 8 | 3
O=c1[nH]n(-c2ccccn2)c(=O)c2ccccc12
→ 0 | 0
COc1ccc(OC)c(NS(=O)(=O)c2ccc3c(c2)n(C)c(=O)n3C)c1
→ -9 | 2
CCOC(=O)CSc1nc(-c2ccc3c(c2)OCO3)ccc1C#N
→ -1 | 9
CCc1cc2c(CN3CCN(C)CC3)cc(=O)oc2cc1O
→ 4 | -5
COc1cc(OC)cc(C(=O)Nc2ncc3c(n2)CC(C)(C)CC3=O)c1
→ -18 | 3
COC(=O)COc1cc(C)cc2oc(=O)c(CC(=O)OC)c(C)c12
→ 7 | 4
CN(C=C1C(=O)CC(C)(C)CC1=O)CCN1CCNCC1
→ 8 | 3
COc1ccc(C(=O)Nc2ccccc2C(N)=O)cc1
→ 1 | 4
COc1ccc(CNC(=O)c2c(O)c3cccc4c3n(c2=O)CCC4)cc1
→ 13 | 6
Cc1onc(-c2ccccc2)c1C(=O)Nc1ccncc1
→ 6 | 4
CCn1c(COc2ccccc2C)nnc1SCC(=O)OC
→ 10 | 4
O=C(CSc1ncn[nH]1)OCN1C(=O)c2ccccc2C1=O
→ 4 | 3
CCOC(=O)C1CCN(C(=O)c2ccccc2Oc2ccccc2)CC1
→ 0 | 0
COc1cc(OC)c(S(=O)(=O)N2CCCCC2)cc1S(=O)(=O)N1CCCCC1
→ 0 | 0
CCOC(=O)C1CCN(c2nc3cc(OC)ccc3cc2C#N)CC1
→ 8 | 4
CN(C)CCCOC(=O)c1cc2ccccc2o1
→ 1 | 2
CC(NC(=O)c1cncc(Br)c1)c1ccc(S(N)(=O)=O)cc1 (stereo not given)
→ 10 | 5
COc1cc(-c2nnc(SCc3cccnc3)n2C)cc(OC)c1O
→ 0 | -3
COc1ccccc1OCc1ccc(C(=O)NCc2ccco2)o1
→ -5 | -1
COC(=O)c1sc(NC(=O)CSc2nnc(C(C)C)n2C)nc1C
→ 3 | 0
O/N=C1/CCc2nonc2/C1=N/O
→ 8 | 4
CCOC(=O)c1cc(=O)n2nc(-c3ccc(C)cc3)nc2s1
→ -14 | 1
Cn1c(CC2C(=O)Nc3ccc(Br)cc32)nc2ccccc2c1=O (stereo not given)
→ -3 | 6
O=C(CNC(=O)c1ccco1)OCc1ccc(C(=O)Oc2ccccc2)cc1
→ 8 | 4
Nc1c2c(nc3ccccc13)N(C1CCCCC1)CC2
→ -17 | 3
CNc1cc(-n2nc(C)cc2-c2ccccc2)ncn1
→ -9 | -2
